# Bioassay records (PubChem)
# IEC-6 cytotox: kills IEC-6 intestinal cells in KLF5 counter-screen; IEC-6 cytotoxicity, luminescence viability; inhibition, % at 5 µM; hit rate 0.78% among 290,000; AID 1825; in the data active = inhibition above about 22%;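 also: 0% = plate median of test compound wells and 100% = cytotoxic reference compound wells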
# HIF act: HIF pathway transcriptional activation; U2OS HRE-luciferase reporter, luminescence; normalized: DMSO 0%, desferrioxamine 100%; activation, % at 7.5 µM (by protocol); hit rate 0.32% among 300,000; AID 1910;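 active = mean activation of at least 10% of the iron chelator positive control signal, with at least half of replicates also reaching 10%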
# HSF-1 act: increases HSF-1 driven luciferase reporter signal; activation, % at 9 µM; NIH3T3-HGL HSF-1 luciferase reporter, MG132, 8 h; 100% = twice DMSO control signal; hit rate 1.7% among 300,000;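 active = mean replicate activation of at least 50% with a set share of replicates each reaching 50%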;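 also: 0% = median of the neutral control wells and 100% = twice that signal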
# HSP90 refold inh: blocks HSP90-mediated luciferase refolding in reticulocyte lysate; Rabbit reticulocyte lysate, luciferase refolding luminescence, 3 h; inhibition, % at 5.6 µM; hit rate 0.91% among 290,000;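 active = inhibition above the screen-wide mean plus 3 SD, computed separately per campaign, cut at about 16% in these data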;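 also: 0% = DMSO wells and 100% = 60 µM geldanamycin wells; inhibitors lower the luminescence because luciferase stays unfolded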
# AI-2 QS modul: modulators of Vibrio harveyi AI-2 quorum sensing system | hit rate 0.4% among 300,000 | AID 2094 | activity change, % at 7.5 µM | Vibrio harveyi JMH597 AI-2 luminescence/OD600 ratio, 9 h; active compounds read low; strain lacks LuxN and CqsS sensors; 0 = neutral-control median; in the data active = activity change below about -75%, passing the limit was not always enough;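 also: luminescence divided by OD600 gain over 9 h not by final OD600 alone; inactives centre near 13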
# HSF1 inhib: HSF1 inhibition | NIH3T3-HGL HSE-luciferase, MG132-induced, luminescence 8 h; active compounds read low | hit rate 0.77% among 300,000 | activity change, negative = inhibition, % at 7.5 µM (by protocol) | AID 2098;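 active = more than half of replicate wells show activity change below -50%, luminescence cut by over half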;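 also: luciferase reports HSF-1 transcriptional activity via heat shock element; 0% = median of DMSO wells and -100% = zero luminescence signal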
# GSK3beta inhib: blocks human GSK3beta kinase activity. GST-GSK3beta kinase, ADP-Glo luminescence, 60 min; active compounds read low. activity score (negative = inhibition), % at 10 µM. hit rate 0.038% among 300,000;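 active = more than half of replicate wells score below -50%, meaning over 50% inhibition versus plate controls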;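 also: 0% = median DMSO wells and -100% = median GW8510 positive control wells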
# Target sequence (P49841 whole entry, looked up): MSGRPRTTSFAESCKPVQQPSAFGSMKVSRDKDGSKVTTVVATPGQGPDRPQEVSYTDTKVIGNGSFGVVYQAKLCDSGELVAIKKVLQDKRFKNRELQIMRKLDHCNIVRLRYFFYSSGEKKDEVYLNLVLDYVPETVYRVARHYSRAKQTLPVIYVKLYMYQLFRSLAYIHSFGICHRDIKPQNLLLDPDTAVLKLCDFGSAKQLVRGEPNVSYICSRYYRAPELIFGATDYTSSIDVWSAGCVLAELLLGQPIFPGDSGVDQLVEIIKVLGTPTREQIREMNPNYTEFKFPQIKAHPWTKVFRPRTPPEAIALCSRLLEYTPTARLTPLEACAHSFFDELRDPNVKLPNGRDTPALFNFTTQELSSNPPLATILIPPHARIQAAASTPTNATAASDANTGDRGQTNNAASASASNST
#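 Test system: GST-fused GSK3beta enzyme, cell-free | Quantity: 1.6 ng GST-GSK3beta enzyme per well | Reagent: 25 µM ATP with peptide substrate | Schedule: 60 min enzyme reaction, room temperature | Signal: Luminescent ADP-Glo measurement of ADP formed | Read-out basis: Score relative to plate controls | Control set: DMSO and 20 µM GW8510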
# KLF5 inhibitor: suppresses KLF5 promoter-driven expression; DLD-1 KLF5 promoter-luciferase reporter, luminescence; inhibition, % at 5 µM; hit rate 0.23% among 290,000; AID 1700;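 active = inhibition above a per-plate limit of that plate's mean compound inhibition plus 3 SD, cut at about 60% in these data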;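 also: 0% = DMSO wells and 100% = LY294002 at 200 µM; higher means less KLF5 promoter-driven luciferase light; inactives centre near -14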
# aSyn UTR inh: 5' untranslated region of α-synuclein, MLPCN primary screen; inhibition, % (tested at 7.5 µM); AID 1813; hit rate 0.82% among 300,000; alpha-synuclein 5'UTR reporter, inhibitor activity; in the data active = inhibition above about 60%;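 also: H4 neuroglioblastoma cells stably carrying SNCA 5'UTR luciferase fusion; 0% = DMSO wells and 100% = positive control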
# GSK3 alpha inh: inhibitors of human GSK-3 alpha kinase | P49840 | inhibition, % at 10 µM | hit rate 0.1% among 320,000 | ADP-Glo luminescence, 60 min;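 in the data active = inhibition above about 50%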;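 also: GST-tagged GSK-3 alpha with peptide substrate and 25 µM ATP; 0% = DMSO neutral wells and 100% = GW8510 positive control wells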
# Target sequence (P49840 whole entry, looked up): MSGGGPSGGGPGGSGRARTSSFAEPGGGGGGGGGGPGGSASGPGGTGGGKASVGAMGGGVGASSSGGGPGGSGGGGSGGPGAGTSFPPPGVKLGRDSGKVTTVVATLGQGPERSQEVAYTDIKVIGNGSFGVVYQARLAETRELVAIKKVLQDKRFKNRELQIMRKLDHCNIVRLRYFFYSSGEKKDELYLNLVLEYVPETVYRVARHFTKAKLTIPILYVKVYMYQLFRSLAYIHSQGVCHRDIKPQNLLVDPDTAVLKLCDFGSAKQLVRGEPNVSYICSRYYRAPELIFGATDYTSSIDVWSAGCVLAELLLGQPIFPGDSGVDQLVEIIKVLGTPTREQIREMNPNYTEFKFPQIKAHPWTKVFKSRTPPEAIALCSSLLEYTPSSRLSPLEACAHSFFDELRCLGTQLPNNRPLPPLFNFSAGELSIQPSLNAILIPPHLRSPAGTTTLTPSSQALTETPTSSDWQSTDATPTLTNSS
# * marks the source's active call; other numbers are inactive results; nt = not tested or not shown; & = joins results of further samples. Compounds as they come. About 4.7% of those tested had a hit in this group.
SMILES,IEC-6 cytotox,HIF act,HSF-1 act,HSP90 refold inh,AI-2 QS modul,HSF1 inhib,GSK3beta inhib,KLF5 inhibitor,aSyn UTR inh,GSK3 alpha inh
Nc1ncc2c(n1)CCN(c1ccc([N+](=O)[O-])cc1)C2,9,-0.5,28,3,6,7,-3,-140,2,-4
O=C(O)c1ccc(/C=N/NC(=O)C(O)(c2ccccc2)c2ccccc2)cc1,-3,-13,27,0,28,7,-1,-34,-1,0
COc1ccc2c(COC(=O)CCS(=O)(=O)c3ccccc3)cc(=O)oc2c1,-4,-0.3,-22,0,12,2,2,-5,14,0
Cc1ccc(CN2CCN(C(=O)c3cccc4ccccc34)CC2)cc1,5,2.3,-3,0,-9,-5,1,-23,0,1
COC(=O)c1c(C(=O)OC)c2n(c1C)CCC2,-2,-0.1,-8,3,13,-2,5,-21,13,-3
Cc1ccc(/C=C2\SC(=S)N(c3c(C)n(C)n(-c4ccccc4)c3=O)C2=O)cc1,-6,nt,16,-2,18,4,-1,2,-3,-1
CCOc1ccc(C(=O)N2CCSC2=S)cc1,-2,0.0,-22,-1,9,-5,-1,-4,-18,0
Cc1ccc(C2(c3ccc(C)cc3)CC2C(=O)Nc2ccc([N+](=O)[O-])cc2O)cc1 (stereo unspecified),-4,-1.5,8,-4,43,0,-4,3,67*,2
C/C=C/c1ccc(OCCOc2cc(C=O)ccc2OC)c(OC)c1,4,3.3,21,-4,24,-7,-8,4,-105,-2
Fc1ccccc1-c1nc(NCc2ccccc2)c2ccccc2n1,5,0.1,-3,5,2,1,3,-8,39,-1
Cc1onc(-c2ccccc2)c1C(=O)Nc1nnc(CC(C)C)s1,0,-0.1,3,-2,21,3,-18,-7,-17,-2
O=C(COC(=O)c1cccnc1Cl)c1ccc2c(c1)OCCO2,8,1.8,19,6,7,5,1,-4,-1,-1
CCOc1ccccc1CNS(=O)(=O)c1cc(-c2cc(C)no2)ccc1C,3,nt,6,3,-1,0,3,-16,-1,nt
CN(Cc1ccccc1)CC(O)COc1ccc(CNCCCOc2cccnc2)cc1 (stereo unspecified),0,-0.3,5,2,15,-1,0,-22,-43,-2
Cc1cc(C)nc(NNC2=CC(=[N+]3CCCC3)CCC2)n1,0,-0.2,-2,0,10,0,1,-33,-24,4
O=C1c2cccnc2C(=O)N1Cc1ccc(Cl)cc1,2,-0.2,9,3,28,3,1,-15,15,-9
CC(C)N=c1scc(-c2cccs2)n1/N=C/c1ccc(O)c(O)c1O,-13,nt,nt,4,nt,nt,nt,-30,nt,-3
Cc1nn2c(-n3ccnc3C)c3c(nc2c1-c1ccccc1)CCC3,-2,-0.5,-11,2,14,-2,-16,-36,32,-1
COc1cc(C(=O)NS(=O)(=O)c2ccccc2C)ccc1Cc1cn(C)c2ccc(NC(=O)OC3CCCC3)cc12,0,0.4,-2,-8,16,4,0,23,-8,-3
Cc1ccc(NC(=O)CCC(=O)NNC(=O)Nc2cccc(Cl)c2)c(C)c1,-1,0.1,5,0,11,-2,1,-10,-3,0

# Part of the list above in order of molar mass, descending:
SMILES,IEC-6 cytotox,HIF act,HSF-1 act,HSP90 refold inh,AI-2 QS modul,HSF1 inhib,GSK3beta inhib,KLF5 inhibitor,aSyn UTR inh,GSK3 alpha inh
COc1cc(C(=O)NS(=O)(=O)c2ccccc2C)ccc1Cc1cn(C)c2ccc(NC(=O)OC3CCCC3)cc12,0,0.4,-2,-8,16,4,0,23,-8,-3
Cc1ccc(/C=C2\SC(=S)N(c3c(C)n(C)n(-c4ccccc4)c3=O)C2=O)cc1,-6,nt,16,-2,18,4,-1,2,-3,-1
COc1ccc2c(COC(=O)CCS(=O)(=O)c3ccccc3)cc(=O)oc2c1,-4,-0.3,-22,0,12,2,2,-5,14,0
Cc1ccc(NC(=O)CCC(=O)NNC(=O)Nc2cccc(Cl)c2)c(C)c1,-1,0.1,5,0,11,-2,1,-10,-3,0
CC(C)N=c1scc(-c2cccs2)n1/N=C/c1ccc(O)c(O)c1O,-13,nt,nt,4,nt,nt,nt,-30,nt,-3
Cc1ccc(CN2CCN(C(=O)c3cccc4ccccc34)CC2)cc1,5,2.3,-3,0,-9,-5,1,-23,0,1
Cc1onc(-c2ccccc2)c1C(=O)Nc1nnc(CC(C)C)s1,0,-0.1,3,-2,21,3,-18,-7,-17,-2
O=C(COC(=O)c1cccnc1Cl)c1ccc2c(c1)OCCO2,8,1.8,19,6,7,5,1,-4,-1,-1
Cc1nn2c(-n3ccnc3C)c3c(nc2c1-c1ccccc1)CCC3,-2,-0.5,-11,2,14,-2,-16,-36,32,-1
O=C1c2cccnc2C(=O)N1Cc1ccc(Cl)cc1,2,-0.2,9,3,28,3,1,-15,15,-9
CCOc1ccc(C(=O)N2CCSC2=S)cc1,-2,0.0,-22,-1,9,-5,-1,-4,-18,0
COC(=O)c1c(C(=O)OC)c2n(c1C)CCC2,-2,-0.1,-8,3,13,-2,5,-21,13,-3

# New compounds follow
SMILES,IEC-6 cytotox,HIF act,HSF-1 act,HSP90 refold inh,AI-2 QS modul,HSF1 inhib,GSK3beta inhib,KLF5 inhibitor,aSyn UTR inh,GSK3 alpha inh
COc1ccc(/C=N\NC(=O)c2ccccc2Br)cc1COc1c(F)c(F)cc(F)c1F,6,-0.8,1,5,23,-2,3,23,7,0
COc1ccc(C2/C=C\CN(S(=O)(=O)c3cccs3)CC(=O)N2Cc2ccc(F)cc2)cc1 (stereo unspecified),nt,-0.6,nt,nt,24,4,1,nt,16,-4
Oc1c(Br)cc(Br)cc1C=Nc1cccc2ncccc12,nt,1.1,62*,nt,15,37,2,nt,26,1
COc1ccc(-n2c(=S)[nH]c3cc(C(=O)NCc4ccco4)ccc3c2=O)cc1OC,-6&0,0.0,-2,-1&-1,17,1,2,-7&-18,18,-1
COC(=O)c1c(NC(=O)CN2C(=O)C(=O)N(CC(C)C)C2=O)sc2c1CCCCC2,1,0.1,13,3,6,-1,2,-12,-4,-1
CCOC(=O)c1c(C#N)cnn1-c1ccc(C)cc1,0,-0.6,0,-2,13,-1,3,0,6,-2
COc1ccc(CNC(=O)CCc2nnc3ccc(NCCCN4CCCC4=O)nn23)cc1,4,-0.4,-3,-1,5,-6,-2,-26,21,-2
CCOc1ccc(NC(=O)CSc2cn[nH]n2)cc1,nt,-0.4,-15,nt,49,-7,1,nt,6,nt
COC(=O)c1c(S(N)(=O)=O)c2ccccc2n1C,-6,-0.3,-22,1,20,-2,2,-7,-11,0
CC(C)(C)OC(=O)N1CCC(c2cc(=O)n3[nH]cc(C(=O)NC4CCCC4)c3n2)CC1,-10,0.0,1,2,11,-1,-1,-16,10,6
CC1CCCN(C(=O)Cn2c(-c3nonc3N)nc3ccccc32)C1 (stereo unspecified),-2,-0.4,-6,-3,10,-3,-1,1,18,1
CCOC(=O)c1c(NC(=O)Cn2cnc([N+](=O)[O-])n2)sc2c1CCC(C)C2 (stereo unspecified),3,-0.7,-21,0,28,-4,2,-9,20,-1
COc1ccc(CCNC(=O)Cn2c([N+](=O)[O-])cnc2C)cc1OC,-9,0.0,13,-2,0,6,1,-19,9,-1
S=C(NNc1cccc(Cl)c1)NC1CCCCC1,8,-0.2,7,3,1,-4,3,-7,-22,-1
CC(C)CCSc1cc(NCCO)c([N+](=O)[O-])c2nonc12,4,-0.1,-6,3,5,-3,4,-23,1,nt
CCC/C=C(\CCC)C(NC(=O)CCc1ccccc1)c1ccc(C(F)(F)F)cc1 (stereo unspecified),nt,0.1,-7,nt,9,-2,-7,nt,31,-3
COc1ccc(CN2[C@@H](CC(=O)O)c3cc(F)ccc3S2(=O)=O)cc1,nt,-0.1,-2,nt,12,-5,0,nt,-3,-2
CC(=O)c1c(C)oc2ccc(NS(=O)(=O)c3ccc(O)c(C(=O)O)c3)cc12,-3,0.1,22,-3,2,3,3,6,8,-5
CCOc1ccc(CCNC(=O)COC(=O)c2cccc(S(=O)(=O)N3CCOCC3)c2)cc1OCC,nt,-15,-8,nt,28,2,0,nt,0,-3
CCCOc1ccc2c3c(c(=O)oc2c1)CCCC3,2,0.9,22,0,33,6,2,-20,-47,-2
Cn1cc(S(=O)(=O)NCc2cccs2)c(=O)n(C)c1=O,-1,-0.3,-21,-4,9,-1,-3,-41,5,-1
Cc1cccc(N(CC(=O)NCc2ccccc2)C(=O)Cn2nnc(-c3ccc(C)o3)n2)c1,1,-0.3,-3,4,14,7,0,-4,0,4
O=C(NCCN1CCOCC1)c1ccc2c(c1)ncn2C1CCCC1,3,0.0,-3,7,-10,0,0,-5,2,6
Cc1cc(OC(C)C(=O)Nc2ccccc2C(=O)N2CCCC2)ccc1Cl (stereo unspecified),-1,-0.3,5,-1,4,7,-6,-20,-2,-1
Cc1cccn2c(=O)c3cc(C(=O)NCCN4CCOCC4)c(=N)n(CCN4CCOCC4)c3nc12,3,-0.6,23,2,5,-3,1,-17,-4,2
COc1ccc(CCCC(=O)N/N=C\c2cccs2)cc1,6,-0.1,-44,-1,22,-29,-3,-31,3,-3
CC1CCN(C(=O)CCNS(=O)(=O)c2ccc(Cl)cc2)CC1,-4,0.6,-24,-3,2,-4,5,16,-1,-3
CCN(CC)S(=O)(=O)c1ccc2c(c1)nc(SCC(=O)N(C)C1CCS(=O)(=O)C1)n2CC (stereo unspecified),nt,-0.2,-12,nt,4,-7,2,nt,0,-1
O=C(Cn1cnc2c(oc3ccccc32)c1=O)NCc1ccco1,5,1.3,20,-2,-8,2,0,-10,-40,7
